# Statin myotox sup = suppressors of statin myotoxicity in C2C12 myotubes, primary screen, cell-based, single point, plate reader | C2C12 myotubes + simvastatin, ATP luminescence, 48 h; scaled: DMSO 0, geranylgeraniol control 100 | actives 0.78% (n = 330,000) | rescue of ATP level, % at 7.49 µM;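 active means mean ATP rescue above about 67%, or every replicate alone reaching that limit, limit read from the data, passing the limit was not always enough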;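 further: myotubes were challenged with 10 µM simvastatin during compound exposure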
# PglD inh = C. jejuni PglD acetyltransferase inhibitors, primary screen, biochemical, DTNB colorimetric, single point; purified PglD enzyme, DTNB colorimetric CoA detection; inhibition, % at 12.5 µM; actives 0.098% (n = 360,000); AID 602405, 2012; in the data active means inhibition above about 16%, passing the limit was not always enough; further: strong numbers were not always called active
# PGC1a acetyl inh = inhibitors of PGC1a acetylation signal, primary screen, cell-based, U2OS, AlphaScreen, inhibitor mode | AID 651687, 2012 | actives 0.17% (n = 350,000) | AlphaScreen anti-acetyl-lysine; with virally co-expressed GCN5 acetyltransferase | inhibition, % at 15.6 µM;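 active means every replicate shows inhibition of at least 40%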;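 further: 0% = neutral control wells and 100% = positive control wells; some results beyond the cut were filed as inactive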
# Cneo AK release = Cryptococcus neoformans cell lysis inducers, primary screen, AK release luminescence, single concentration; lysis activity, % at 15 µM; actives 0.2% (n = 360,000); C. neoformans lysis, adenylate kinase release luminescence, 4 h; normalised: neutral wells 0, clomiphene wells 100;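 active means mean lysis activity across replicates of at least 80%, whatever share of replicates individually reach that level; inactive means mean lysis activity below 80%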
#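 Schedule: static 4 h at 37 °C with compound, 1 h detection; system: C. neoformans cells; benchmarks: Clomiphene as positive control; buffer or medium: fresh YPD medium; measure: luminescence rise reflecting yeast cell lysis; measured by: luminescent adenylate kinase detection reagent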
# ARNT TACC3 PPI = disruptors of ARNT/TACC3 protein interaction, primary screen, biochemical, AlphaScreen, single concentration; Transforming acidic coiled-coil-containing protein 3 (Homo sapiens), Q9Y6A5; AlphaScreen His-ARNT PAS-B/GST-TACC3 binding, luminescence; TACC3 fragment carries E629A point mutation; inhibition, % at 9.99 µM; actives 0.66% (n = 390,000); AID 623870, 2012;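 active means mean inhibition of replicates at least 50% and at least half of replicates each reaching 50%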;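 further: 0% = complete ARNT plus TACC3 wells and 100% = ARNT alone without TACC3; many hits fall short of the cut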
# PAX8 reporter = inhibitors of PAX8-driven TPO luciferase reporter, primary screen, RMG-I cells, single concentration; SteadyGlo, 24 h; inhibition, % at 12.6 µM; actives 1.2% (n = 360,000);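 active means mean replicate inhibition at least 60% with every replicate also reaching 60%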;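 further: luciferase light reporting Pax8 driven TPO promoter activity; plate controls were median of neutral control wells for no effect and mitoxantrone controls for full effect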
# LGR2 antag = inhibitors of bursicon-induced LGR2 CRE-luciferase signal, primary screen, cell-based, HEK293, CRE-luciferase reporter, bursicon stimulation | Drosophila bursicon receptor LGR2 (rickets) | AID 720647, 2013 | inhibition, % at 9.99 µM | bursicon-stimulated, 4 h | actives 0.35% (n = 380,000);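 active means drop in luminescence signal, shown as inhibition above about 50% in the replicate tests, limit read from the data, passing the limit was not always enough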;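 further: agonist challenge used bursicon conditioned medium at about half maximal strength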
# INS-1E GSIS act = GLuc luminescence reporter in INS-1E cells, primary screen for activators of glucose-dependent secretion of insulin; INS-1E GLuc reporter insulin secretion, 2-3 h; activation, % at 16.6 µM; actives 0.61% (n = 370,000); AID 743287, 2014;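 active means lowest replicate activation of at least 40%, so every replicate reaches that level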;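 further: 0% = median of neutral control wells and 100% = median of IBMX positive control wells; some compounds called inactive have numbers as strong as hits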
# * marks the source's active call; other numbers are inactive results; / = not tested or not shown; & = joins results of further samples.
# Start of the data: the first eleven entries, to show the layout:
SMILES,Statin myotox sup,PglD inh,PGC1a acetyl inh,Cneo AK release,ARNT TACC3 PPI,PAX8 reporter,LGR2 antag,INS-1E GSIS act
COc1ccc(C#Cc2ccc([C@H]3[C@@H](CO)N4CCCCN(C(=O)Nc5ccccc5)C[C@@H]34)cc2)cc1,/,2,1,52,2,1,14,10
COC(=O)c1ccc(OC)c(Cn2c(=O)n(C)c(=O)c3sccc32)c1,-8,-2,-2,-4,-2,/,/,/
CCCc1nc2oc3c(OCC)ncnc3c2c2c1COC(C)(C)C2,-17,6,14,3,-4,/,-3,16
O=C(Nc1cc(F)ccc1F)N[C@@H]1CC[C@H](CC(=O)N2CCc3ccccc3C2)O[C@@H]1CO,10,10,0,-10,/,14,24,-10
O=C(CSc1nc(=O)n(CCCN2CCOCC2)c2c1CCC2)Nc1cccc(F)c1,2,8,/,10,3,-2,1,-2
C/C(N)=C(/C#N)C(=O)COC(=O)c1cccc2ccccc12,/,1,13,1,10,-45,-32,-3
COc1ccc(CC(=O)NCCC(C)C)cc1S(=O)(=O)N1CCOCC1,0,-4,7,0,-2,16,9,2
COc1ccc(NC(=O)COC(=O)CCC2CCCC2)c(OC)c1,5,4,/,-1,0,5,-7,-3
CCOC(=O)c1ccccc1NC(=O)COC(=O)CN1C(=O)C2CC=CCC2C1=O (stereo unspecified),-1,-8,/,-1,4,5,-11,28
Cc1ccc(NC(=O)c2c(NC(=O)CCC(=O)O)sc3c2CCCCC3)cc1,/,/,21,/,/,-26,-27,-5
CNC[C@H]1Oc2c(NC(=O)NC3CCCCC3)cccc2C(=O)N([C@@H](C)CO)C[C@@H]1C,-10,/,5,/,/,-7,-1,-6

# This part in full (from the top)
SMILES,Statin myotox sup,PglD inh,PGC1a acetyl inh,Cneo AK release,ARNT TACC3 PPI,PAX8 reporter,LGR2 antag,INS-1E GSIS act
COc1ccc(C#Cc2ccc([C@H]3[C@@H](CO)N4CCCCN(C(=O)Nc5ccccc5)C[C@@H]34)cc2)cc1,/,2,1,52,2,1,14,10
COC(=O)c1ccc(OC)c(Cn2c(=O)n(C)c(=O)c3sccc32)c1,-8,-2,-2,-4,-2,/,/,/
CCCc1nc2oc3c(OCC)ncnc3c2c2c1COC(C)(C)C2,-17,6,14,3,-4,/,-3,16
O=C(Nc1cc(F)ccc1F)N[C@@H]1CC[C@H](CC(=O)N2CCc3ccccc3C2)O[C@@H]1CO,10,10,0,-10,/,14,24,-10
O=C(CSc1nc(=O)n(CCCN2CCOCC2)c2c1CCC2)Nc1cccc(F)c1,2,8,/,10,3,-2,1,-2
C/C(N)=C(/C#N)C(=O)COC(=O)c1cccc2ccccc12,/,1,13,1,10,-45,-32,-3
COc1ccc(CC(=O)NCCC(C)C)cc1S(=O)(=O)N1CCOCC1,0,-4,7,0,-2,16,9,2
COc1ccc(NC(=O)COC(=O)CCC2CCCC2)c(OC)c1,5,4,/,-1,0,5,-7,-3
CCOC(=O)c1ccccc1NC(=O)COC(=O)CN1C(=O)C2CC=CCC2C1=O (stereo unspecified),-1,-8,/,-1,4,5,-11,28
Cc1ccc(NC(=O)c2c(NC(=O)CCC(=O)O)sc3c2CCCCC3)cc1,/,/,21,/,/,-26,-27,-5
CNC[C@H]1Oc2c(NC(=O)NC3CCCCC3)cccc2C(=O)N([C@@H](C)CO)C[C@@H]1C,-10,/,5,/,/,-7,-1,-6
COc1cccc(S(=O)(=O)Nc2ccc3c(c2)C(=O)N(C)C[C@@H](OC)[C@@H](C)CN(Cc2ccccc2F)[C@H](C)CO3)c1,14,-1,0,3,2,26,12,-4
CN1C(=O)c2cc(NC(=O)C3CCC3)ccc2OC[C@H]2O[C@H](CC(=O)NCCc3ccncc3)CC[C@@H]21,/,/,0,/,/,-10,10,8
CCCCNC(=O)C1(C)CCC(=O)N1CC(F)(F)F (stereo unspecified),8,1,-22,5,/,2,6,3
CN1C(=O)c2cc(NC(=O)c3ccc(F)c(F)c3)ccc2OC[C@H]2O[C@@H](CC(=O)N[C@H]3CCN(Cc4ccccc4)C3)CC[C@H]21,-19,-2,/,9,2,7,10,-24
C/C(=N\N=C(c1ccccc1)c1ccccc1)c1cccs1,2,3,/,0,9,/,/,/
C[C@H](CO)N1C[C@H](C)[C@H](CN(C)C(=O)Cc2ccccn2)Oc2ncc(-c3cccc(C(=O)N(C)C)c3)cc2C1=O,/,4,14,-1,-11,/,14,10
c1ccc(-c2nnc(CSc3nnc(-c4ccncc4)n3Cc3ccco3)o2)cc1,2,0,-11,1,32,22,/,/
O=C(N/N=C/c1ccccn1)c1ccc(NC(=O)c2cccc([N+](=O)[O-])c2)cc1,/,/,-15,/,/,5,14,-8
Cc1sc2nc(SCC(=O)N3CCOCC3)[nH]c(=O)c2c1-c1ccccc1,/,0,2,-4,0,/,6,17
O=C(O)C(F)=C(c1ccccc1)c1ccccc1,/,/,/,/,-13,0,9,-3
CCC1CCCN1Cn1cnc2c([nH]c3ccccc32)c1=O (stereo unspecified),-1,2,4,3,-1,/,/,/
O=C(CCn1c(=O)oc2ccccc21)NCc1cccs1,-9,0,-2,0,4,/,/,/
Cc1ccc(C(=O)CN2C(=O)NC3(CCOc4ccccc43)C2=O)s1 (stereo unspecified),-9,7,-3,-1,-15,10,13,-2
C/C(=N/Nc1nc(C)cc(C)n1)c1ccc(Br)cc1,-8,-6,3,3,-13,-12,-3,4
O=C(C[C@@H]1C[C@H]2c3cc(NC(=O)Cc4ccncc4)ccc3O[C@H]2[C@H](CO)O1)NCc1cc(F)ccc1F,0,1,-13,-6,19,-1,2,-7
O=C(O)CCc1ccc(-c2ccccc2)n1-c1cccc(C(=O)O)c1,-7,5,/,-1,-5,-80,-71,3
COc1ccc(-c2cc(C(=O)N3CCN(S(=O)(=O)c4ccccc4)CC3)[nH]n2)cc1,-10,-6,-2,5,/,-10,4,-2
O=C(NCC[C@H]1CC[C@H](NS(=O)(=O)c2ccc(Oc3ccccc3)cc2)[C@H](CO)O1)C1CC1,10,1,-3,-3,-2,3,-10,18
CCn1cc(C(=O)Nc2ccc(Cl)cc2Cl)cn1,1,-1,-5,3,12,-22,-25,-11
Cc1ccc(C)c(NC(=O)c2ccc(S(=O)(=O)N(C)CC3CCCO3)cc2)c1 (stereo unspecified),4,3,-6,0,-3,1,15,2
COc1cccc(C(=O)Oc2cc3c4c(c2)C(C)=CC(C)(C)N4C(=O)C3=O)c1,7,3,11,0,8,/,16,3
CS(=O)(=O)N(Cc1ccc(Cl)cc1)c1ccc(C(=O)NCCC2=CCCCC2)cc1,-2,-14,-4,1,-48,/,1,80*
C#CCN1C(=O)S/C(=C\c2ccc(-c3ccc(Cl)c(C(=O)O)c3)o2)C1=O,1,-16,0,-4,1,-43,-71,19
CCOC(=O)Nc1ccc(C)cc1NC(=O)OCC,/,0,-9,1,/,/,-8,0
CCC(=O)N(C)C[C@H]1Oc2cc(C#C[C@H](C)O)ccc2S(=O)(=O)N([C@H](C)CO)C[C@H]1C,-9,1,0,-4,-10,-4,-1,13
CCOC(=O)c1c(C)oc2ccc(OCC(=O)N(CC)CC)cc12,-3,0,-4,-5,0,/,/,/
COc1ccc(S(=O)(=O)N(C)C[C@H]2Oc3ccc(NS(=O)(=O)c4cccs4)cc3C(=O)N([C@@H](C)CO)C[C@@H]2C)cc1,/,-3,2,5,-1,/,-4,2
COc1ccc(NC(=O)Nc2cccc3c2O[C@H](CN(C)S(=O)(=O)c2cn(C)cn2)[C@@H](C)CN([C@H](C)CO)C3=O)cc1,-6,7&5,5&7,-1&-5,-2,-5,-2&-15,3&9
COc1ccc(NC(=O)N(C)C[C@H]2Oc3c(NC(=O)c4cc(C)nn4C)cccc3C(=O)N([C@H](C)CO)C[C@H]2C)cc1,-1,0,3,-2,-11,-15,0,37
COc1ccc(C(CC(=O)O)NC(=O)COc2ccccc2)cc1OC (stereo unspecified),10,3,-3,2,-20,/,/,/
CCC(=O)/C=C1\Sc2ccc(OC)cc2N1CCO,2,0,-5,2,-1,0,/,25
CCCOC1CCCN(Cc2nc(-c3ccc(C(=O)OC)cc3)no2)C1 (stereo unspecified),8,-4,1,0,-1,2,2,-18
O=C(O)c1ccc(N=Cc2c(O)ccc3oc4c(c23)CCCC4)cc1,/,/,/,/,5,17,7,-6
COc1ccc(Nc2nc(Cl)nc(NCc3ccco3)n2)cc1,13,-2,/,1,0,/,-29,60
CCC(C)(C)NC(=O)C1CCC(CNS(=O)(=O)c2cccc3nsnc23)CC1 (stereo unspecified),-9,0,3,-1,14,/,/,/
COCC(=O)Nc1ccc2c(c1)C(=O)N(C)C[C@@H](OC)[C@H](C)CN(CC1CCCCC1)[C@H](C)CO2,0,2,-8,0,0,/,11,-12
O=C(Nc1ccc(F)cc1)N(Cc1cccs1)Cc1cc2cc3c(cc2[nH]c1=O)OCO3,/,/,/,/,-2,14,-5,1
CC(C)n1cc(/C=N\NC(=O)c2cc3c(ccc4ccccc43)o2)c2ccccc21,1,1,-13,4,-29,/,/,/
N#Cc1ccc(-c2ccc(Cl)cc2)nc1SCC(=O)c1cccc(Cl)c1,5,3,-3,0,-2,-15,/,/
CCOC(=O)C1=C(CSc2nc3ccccc3s2)NC(=O)NC1c1cc(C)ccc1C (stereo unspecified),10,-2,0,2,-12,/,/,/
CC(C)(C)[S@](=O)N1Cc2cc(C(=O)NCCc3ccncc3)nc(-c3cccc(-c4cccnc4)c3)c2[C@@H]1CCO,7,0,2,22,-11,-8,12,0
COCOc1cccc(CN2CCC2(C)C(=O)NCCNC(C)=O)c1 (stereo unspecified),-14,4,4,15,/,-6,10,/
CCC(=O)Nc1ccc2c(c1)C(=O)N(C)C[C@H](OC)[C@@H](C)CN(C(=O)c1ccc(F)cc1)[C@H](C)CO2,-10,-1,2,-1,-3,/,5,10
Cc1sc2ncn(CC(=O)NCCN(C)C)c(=O)c2c1S(=O)(=O)N1CCC(C)CC1,11,-1,7,-2,-7,-8,9,5
CC1CCC(C(C)C)C(OCC[N+](C)(C)C)C1 (stereo unspecified),/,-2,4,7,-4,30,-9,15
O=C1Nc2cc(C(=O)NCC3CCCO3)ccc2S/C1=C/c1ccccc1F (stereo unspecified),-12,3,1,-1,11,11,10,11
CCNC(=O)COc1ccc(/C=N/NC(=O)c2cccnc2)cc1OC,/,/,-12,/,-2,11,9,-1

# High-throughput results deposited in PubChem BioAssay by Broad Institute.
